Screening data (PubChem)
PLK1 PBD inh – Plk1 (human) PBD binding inhibition | P53350 | Plk1 PBD phosphopeptide binding, fluorescence polarization | AID 693 | 97,000 tested, 0.13% active | inhibition, %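 (tested at about 20 µM)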; in the data active = inhibition above about 34%, passing the limit was not always enough
HIV Rev-RRE inh – HIV Rev-RRE protein-RNA interaction inhibition; 97,000 tested, 0.79% active; inhibition, % at 8 µM; Rev peptide-RRE RNA binding, FRET;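 active = inhibition above the screen-wide mean plus 3 SD, cut at about 35% in these data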;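 also: 0% = median DMSO wells and 100% = median Neomycin B control wells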
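assay system = Cy5-tagged RRE RNA duplex with fluorescein-tagged Rev peptide | incubation = 5 + 15 min at 25 °C | also added = labelled Rev peptide | measure = % inhibition of FRET ratio versus controls | benchmarks = DMSO wells as 0% and neomycin B wells as 100% inhibition | measured by = FRET fluorescence readout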
PLK1 inh – blocks human PLK1 kinase activity; P53350; recombinant PLK1 kinase, TR-FRET peptide phosphorylation; inhibition, % at 10 µM; 97,000 tested, 0.53% active;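 active = inhibition of 50% or more in the single-concentration screen; inactive = inhibition below 50%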;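 also: 0% = DMSO max control and 100% = H-89 dihydrochloride min control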
CYP2C19 inhib – human CYP2C19 inhibition; P33261; CYP2C19 Supersomes, luciferin-H EGE luminescence, 30 min; inhibition, % at 5 µM; 96,000 tested, 21% active; AID 778;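 active = CYP2C19 inhibition above a set limit at 5 µM in the primary screen, cut at about 50% in these data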;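 also: plate controls were negative control wells for no effect and 2.5 mM tranylcypromine positive control for full effect; values of inactives mirror those of a sister screen read the other way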
Target sequence (P33261 whole entry, looked up): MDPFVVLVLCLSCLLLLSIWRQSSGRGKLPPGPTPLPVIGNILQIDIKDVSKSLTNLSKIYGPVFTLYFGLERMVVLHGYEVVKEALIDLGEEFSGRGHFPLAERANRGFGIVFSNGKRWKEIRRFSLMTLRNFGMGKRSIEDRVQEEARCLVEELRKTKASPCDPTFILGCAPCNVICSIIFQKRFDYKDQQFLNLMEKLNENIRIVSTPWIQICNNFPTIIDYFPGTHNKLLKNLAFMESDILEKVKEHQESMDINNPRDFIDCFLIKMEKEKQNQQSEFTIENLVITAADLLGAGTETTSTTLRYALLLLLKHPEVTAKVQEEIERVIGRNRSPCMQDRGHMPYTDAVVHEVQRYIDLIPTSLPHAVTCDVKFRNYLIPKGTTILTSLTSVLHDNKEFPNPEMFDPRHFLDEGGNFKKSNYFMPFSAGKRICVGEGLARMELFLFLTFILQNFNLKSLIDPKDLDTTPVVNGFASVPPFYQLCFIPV
EphB4 antag – antagonists of human EphB4-ephrin-B2 interaction. 97,000 tested, 0.15% active. AID 720. inhibition, % at 7 µM. P54760. EphB4 LBD / TNYL-RAW-Alexa532 peptide, fluorescence polarization;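 active = inhibition above the screen-wide mean inhibition plus 3 SD, cut at about 15% in these data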;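 also: 0% = DMSO wells and 100% = excess unlabeled TNYL-RAW peptide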
CYP2C9 inhib – human CYP2C9 inhibition; P11712; CYP2C9 Supersomes, luciferin-H conversion, luminescence; 96,000 tested, 20% active; inhibition, % at 5 µM; AID 777;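 active = blocking of liver enzyme CYP2C9 beyond about 50% at 5 µM, limit read from the data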; also: values of inactives mirror those of a sister screen read the other way
PLAP act – activators of human placental alkaline phosphatase. P05187. purified PLAP enzyme, luminescent substrate read-out; hits give high values. activation fold at 20 µM. 96,000 tested, 1.2% active; in the data active = activation fold above about 2
Target sequence (P05187 whole entry, looked up): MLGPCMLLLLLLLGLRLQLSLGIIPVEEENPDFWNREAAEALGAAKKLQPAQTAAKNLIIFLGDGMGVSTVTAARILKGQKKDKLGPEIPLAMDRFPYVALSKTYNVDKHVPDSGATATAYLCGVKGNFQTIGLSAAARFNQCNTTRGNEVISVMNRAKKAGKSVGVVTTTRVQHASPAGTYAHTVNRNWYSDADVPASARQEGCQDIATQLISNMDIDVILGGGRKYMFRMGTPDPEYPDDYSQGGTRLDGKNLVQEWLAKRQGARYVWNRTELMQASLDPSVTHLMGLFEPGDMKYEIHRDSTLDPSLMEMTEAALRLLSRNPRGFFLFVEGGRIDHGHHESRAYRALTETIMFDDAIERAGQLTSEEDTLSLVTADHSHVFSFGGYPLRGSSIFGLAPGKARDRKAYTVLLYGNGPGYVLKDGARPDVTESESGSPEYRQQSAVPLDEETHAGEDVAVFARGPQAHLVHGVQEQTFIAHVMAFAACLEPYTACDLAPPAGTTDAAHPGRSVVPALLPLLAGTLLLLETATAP
CYP2C19 activ – activators of human cytochrome P450 2C19 | recombinant CYP2C19, luciferin-H EGE luminescence; hits give high values; 0 = fully inhibited enzyme, 1 = untreated enzyme | P33261 | 96,000 tested, under 10 active | activation factor at 5 µM;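 active = activation factor of at least 2 at 5 µM in the primary screen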;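 also: 0 = wells with 2.5 mM tranylcypromine and 1 = vehicle-only wells; values of inactives mirror those of a sister screen read the other way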
CYP2C9 act – activators of human CYP2C9. activation factor at 5 µM. 96,000 tested, 1.4% active. P11712. recombinant CYP2C9, luciferin-H conversion, luminescence; hits give high values; factor 1 = untreated enzyme, 0 = blocked;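 active = activation factor of 2 or more for CYP2C9 at a 5 µM dose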;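 also: 0 = sulfaphenazole-blocked wells and 1 = vehicle-only wells; values of inactives mirror those of a sister screen read the other way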
An asterisk follows results filed as active; . = not tested or not shown.

PLK1 PBD inh	EphB4 antag	PLAP act	HIV Rev-RRE inh	CYP2C19 inhib	PLK1 inh	CYP2C9 inhib	CYP2C9 act	CYP2C19 activ	Molecule
-21.1	6.9	1	4.3	12.0	-6.3	35.8	0.6	0.9	O=C(CN1CCN(c2ccccn2)CC1)NCCc1ccccc1
-22.6	7.2	0.9	0.5	28.6	-6.7	-213.7	3.1*	0.7	COc1ccc(Cl)cc1NC(=O)C1CCCO1 (stereo unspecified)
-11.5	2.7	1.2	2.2	14.4	0.6	11.9	0.9	0.9	COc1ccccc1N1CCN(C(=O)Cn2c(=O)[nH]c3ccsc3c2=O)CC1
2.9	-11.4	0.9	-4.0	90.4*	0.9	65.9*	0.3	0.1	CCSc1nc2ccccc2n1Cc1nc(N)nc(N(C)C)n1
-8.1	0.1	0.5	8.6	94.4*	19.4	27.4	0.7	0.1	Fc1ccc(OCc2nc(-c3ccc(Br)o3)no2)c(F)c1
-17.2	-6.3	0.8	0.2	59.4*	-5.7	34.0	0.7	0.4	O=C(COC(=O)Cc1cn2ccsc2n1)NC12CC3CC(CC(C3)C1)C2
-17.6	2.9	.	1.6	.	-2.9	.	.	.	Cc1cnc(NC(=O)CN2CCN(c3ccccc3F)CC2)s1
-1.8	-1.5	.	4.7	.	-8.6	.	.	.	Cc1ccc(-c2nnn(CC(=O)N(c3ccc(F)cc3)C(C(=O)NC(C)(C)C)c3ccco3)n2)o1 (stereo unspecified)
-1.3	-0.4	1.3	9.1	20.4	-16.1	39.1	0.6	0.8	COc1ccc(NC(=O)N(C2CCCCC2)C(C)c2ccco2)c(OC)c1 (stereo unspecified)
-3.1	-1.7	0.9	14.1	73.6*	-38.6	64.8*	0.4	0.3	COc1ccc(NC(=O)Cc2ccc(Cl)cc2)cc1NC(=O)c1ccco1
-25.6	0.6	0.8	1.4	-0.2	-12.8	40.5	0.6	1	CC(=O)c1cc2c(cc1NC(=O)CN1CCN(c3ccc(F)cc3)CC1)OCO2
-4.7	1.9	0.9	11.0	52.0*	-6.1	-77.8	1.8	0.5	O=C(OCc1c(Cl)cccc1Cl)c1cccnc1Cl
.	.	0.8	.	10.9	.	3.7	1	0.9	O=C(NC1CCCCCC1)c1c(F)c(F)c(F)c(F)c1F
-9.5	-8.4	1	-1.4	28.6	-5.0	22.6	0.8	0.7	CN(C)C(=O)C(=O)c1c(-c2ccccc2)cc2ccccn12
0.7	-2.4	1.1	2.2	27.1	10.5	-11.6	1.1	0.7	O=c1[nH]c2ccccc2nc1C(Cl)c1ccccc1 (stereo unspecified)
-8.3	6.3	1.1	7.4	12.5	-6.7	8.9	0.9	0.9	Cc1ccc(-n2c(C3CC3c3ccc(Cl)cc3)n[nH]c2=S)cc1 (stereo unspecified)
11.8	-3.5	1.1	11.5	-2.5	-8.0	-9.8	1.1	1	O=C(Cc1cccs1)Nc1ccc2c(c1)C(=O)OC2
-0.3	-1.3	0.9	4.1	14.7	-5.8	-1.5	1	0.9	Cc1ccnc(NC(=O)c2ccccc2[N+](=O)[O-])c1
-20.6	4.3	.	3.8	24.6	-12.3	-21.9	1.2	0.8	COCC(C)n1c(C)cc(C(=O)COC(=O)c2n[nH]c3ccccc23)c1C (stereo unspecified)
-5.9	1.8	2*	10.2	54.3*	0.5	51.6*	0.5	0.5	CC(=O)Nc1ccc(Nc2ncnc3c2cnn3-c2ccc(C)cc2C)cc1

The closing five records of the section above come first, to join the parts:
PLK1 PBD inh	EphB4 antag	PLAP act	HIV Rev-RRE inh	CYP2C19 inhib	PLK1 inh	CYP2C9 inhib	CYP2C9 act	CYP2C19 activ	Molecule
-8.3	6.3	1.1	7.4	12.5	-6.7	8.9	0.9	0.9	Cc1ccc(-n2c(C3CC3c3ccc(Cl)cc3)n[nH]c2=S)cc1 (stereo unspecified)
11.8	-3.5	1.1	11.5	-2.5	-8.0	-9.8	1.1	1	O=C(Cc1cccs1)Nc1ccc2c(c1)C(=O)OC2
-0.3	-1.3	0.9	4.1	14.7	-5.8	-1.5	1	0.9	Cc1ccnc(NC(=O)c2ccccc2[N+](=O)[O-])c1
-20.6	4.3	.	3.8	24.6	-12.3	-21.9	1.2	0.8	COCC(C)n1c(C)cc(C(=O)COC(=O)c2n[nH]c3ccccc23)c1C (stereo unspecified)
-5.9	1.8	2*	10.2	54.3*	0.5	51.6*	0.5	0.5	CC(=O)Nc1ccc(Nc2ncnc3c2cnn3-c2ccc(C)cc2C)cc1
.	.	1.6	.	31.6	.	40.9	0.6	0.7	CCOC(=O)c1ccc(NC(=O)CSc2nc3c(c(=O)n2-c2ccccc2OC)SCC3)cc1
29.5	5.0	1.1	2.4	0.4	-4.3	26.1	0.7	1	Cc1cc(C)c(-n2c(C)cc(/C=C3/NC(=O)NC3=O)c2C)c(C)c1
-14.7	4.4	0.9	0.8	34.9	0.0	31.2	0.7	0.7	O=C(CSCc1ccc(Cl)cc1)Nc1nccs1
-19.2	-4.6	.	6.1	.	-13.9	.	.	.	CSCCC1C(=O)OC2(C)CC(C)(C)NC(=S)N12 (stereo unspecified)
-6.1	3.8	1.2	2.1	38.4	-12.7	43.9	0.6	0.6	CC(C)C(c1nnnn1C1CCCC1)N1c2ccccc2CC1C (stereo unspecified)
-11.3	2.5	1	7.1	0.8	-2.6	-6.0	1.1	1	O=C(CNCCO)NC12CC3CC(CC(C3)C1)C2
18.4	5.0	1.2	4.6	9.8	-3.3	6.1	0.9	0.9	CCn1ccc(C(=O)NC2=C(C#N)CCC2)n1
-6.5	0.5	1.2	11.4	81.3*	-4.2	70.3*	0.3	0.2	O=C1c2ccccc2C(Nc2ccc(Cl)cn2)N1Cc1ccccc1 (stereo unspecified)
-6.3	1.9	1.1	-6.0	57.0*	-3.1	62.1*	0.4	0.4	O=C(CCCCCNc1nc(=S)[nH]c2ccccc12)N1CCN(c2ccccn2)CC1
-9.4	-6.6	1	-2.6	6.2	5.6	12.2	0.9	0.9	O=C(NC1CCCC1)C1CCN(S(=O)(=O)N2CCCCC2)CC1
-17.0	-1.5	.	5.6	.	8.8	.	.	.	COc1ccc(N2C(=O)CC(N3CCN(c4nc5ccccc5s4)CC3)C2=O)cc1 (stereo unspecified)
9.2	-0.3	1.5	-3.6	72.9*	-3.3	88.6*	0.1	0.3	Cc1ccc(C)c(Cn2nnc3c(=O)[nH]c(C4CCCN(C(=O)C5CCCCC5)C4)nc32)c1 (stereo unspecified)
5.2	-5.4	0.9	3.4	58.2*	-7.1	15.8	0.8	0.4	COc1ccc(/C=C(/C#N)C(=O)Nc2cccc(C)c2C)cc1C(=O)O
22.5	-3.2	1	4.5	-12.9	13.6	-5.7	1.1	1.1	COc1ccc(C(=O)O)cc1F
12.7	-4.8	1	-1.8	3.1	4.9	-0.4	1	1	NS(=O)(=O)c1ccc(CNC(=O)C23CC4CC(CC(C4)C2)C3)cc1
5.4	2.6	.	5.0	.	-10.2	.	.	.	CS(=O)(=O)N(Cc1ccccc1F)c1ccccc1
.	.	1	.	-18.9	.	-17.5	1.2	1.2	O=C(O)COc1cccc(NC(=O)c2ccccc2)c1
-14.3	-1.3	1.1	2.1	-5.6	-1.8	37.2	0.6	1.1	COc1ccc(-n2nc(C(=O)NCC(=O)NCC3CCCO3)c3ccccc3c2=O)c(OC)c1 (stereo unspecified)
1.3	5.1	1.5	11.2	9.1	-13.9	39.4	0.6	0.9	CCOCCn1c(CN2CCN(c3ccc(F)cc3)CC2)nc2c1c(=O)n(C)c(=O)n2C
0.2	-1.0	1.1	6.4	-14.6	-1.1	-4.5	1	1.1	CCOC(=O)CCP(=O)(O)C(O)c1ccccc1 (stereo unspecified)

Later entries.
PLK1 PBD inh	EphB4 antag	PLAP act	HIV Rev-RRE inh	CYP2C19 inhib	PLK1 inh	CYP2C9 inhib	CYP2C9 act	CYP2C19 activ	Molecule
-23.9	5.8	0.9	9.4	0.5	-7.9	11.6	0.9	1	NC(=S)N/N=C/c1cc([N+](=O)[O-])ccc1OCCOc1ccccc1
-1.8	-0.9	1.6	4.6	5.8	-10.2	37.4	0.6	0.9	COc1ccccc1NC(=O)CN1CCCCC1
-3.9	.	1.1	.	89.1*	5.4	1.9	1	0.1	CC(C)OC(=O)c1nnc(Cc2ccc(F)cc2)o1
24.2	-2.6	1.2	8.8	21.7	1.2	36.6	0.6	0.8	O=C(NCCN=C1NS(=O)(=O)c2ccccc21)c1ccc2nccnc2c1
.	.	1.6	.	2.2	.	73.4*	0.3	1	Cn1c(=O)[nH]c(=O)c2c1nc(CN1CCN(c3cccc(Cl)c3)CC1)n2Cc1ccccc1Cl
10.3	3.7	0.9	8.9	2.1	-2.1	-23.9	1.2	1	O=C(OC1CCCCC1=O)c1cc(=O)c2ccccc2o1 (stereo unspecified)
-26.8	1.4	1	2.2	14.3	4.8	20.1	0.8	0.9	COc1cccc(C=Nc2ccccc2C(=O)Nc2nccs2)c1OC
-28.7	2.5	1	3.1	-8.9	-6.5	-4.7	1	1.1	COc1ccccc1Nc1ncnc2ccc(C)cc12
0.4	-4.6	1	3.2	20.9	-12.0	-5.5	1.1	0.8	CC1Cc2ccccc2N1C(=O)COc1cccc(-n2cnnn2)c1 (stereo unspecified)
-42.2	5.4	0.9	8.6	68.4*	-13.2	20.8	0.8	0.3	O=C1NC(c2ccccc2)(C(F)(F)F)SC2=NCCCN12 (stereo unspecified)
6.5	-2.8	1.2	7.6	38.9	-6.0	12.7	0.9	0.6	COC(=O)Cn1cc(C(=O)OC)cc(Br)c1=O
14.8	-4.7	0.9	5.8	10.3	-14.8	59.4*	0.4	0.9	COc1ccc(COc2ccsc2C(=O)Nc2ccc(Cl)cc2)cc1
-7.7	5.7	1.4	1.8	55.2*	-10.2	86.9*	0.1	0.4	Fc1ccccc1NC(=S)NNc1ncc(C(F)(F)F)cc1Cl
-20.6	-1.3	1.6	1.7	28.3	-8.6	34.6	0.7	0.7	CCOCN(C(=O)Cn1c(COC)nc2ccccc21)c1c(C)cccc1CC
3.7	3.6	.	9.8	.	0.6	.	.	.	Cc1ccc2cc(CN(CC3CCCO3)S(=O)(=O)c3ccccc3)c3nnnn3c2c1 (stereo unspecified)
-7.2	-1.0	0.8	8.4	2.8	-4.5	39.4	0.6	1	NS(=O)(=O)c1cccc(NC(=O)Cn2cnc3ccccc3c2=O)c1
.	.	1.1	.	17.8	.	14.0	0.9	0.8	O=C(O)c1cc2c(s1)-c1ccccc1OC2
-6.1	1.0	0.9	7.6	-2.1	-2.1	3.7	1	1	COc1cc(CN2CCCC(C)C2)cc([N+](=O)[O-])c1O (stereo unspecified)
-18.1	1.0	1.7	7.8	69.8*	-12.0	83.9*	0.2	0.3	CCSc1nnc(-c2cccc(S(=O)(=O)N(C)C)c2)n1-c1cc(OC)ccc1OC
9.8	5.7	0.9	6.0	-18.5	-5.0	-27.0	1.3	1.2	O=C(c1nc2ncccn2n1)N1CCN(c2ccccc2)CC1
1.2	3.9	1.1	17.8	11.9	-8.8	28.4	0.7	0.9	COC(=O)CN1C(=S)N(Cc2ccccc2)C(=O)C1CC(=O)Nc1ccc(Br)cc1 (stereo unspecified)
10.4	0.6	1.3	-1.0	-10.0	-14.0	-9.4	1.1	1.1	CC(C)OCC(O)CN1CCN(CC(O)COc2ccc3c(c2)OCO3)CC1 (stereo unspecified)
4.3	-6.9	1.1	0.5	98.1*	-2.8	97.1*	0	0	Cc1c(C)n(CC(O)CN2C(=O)c3ccccc3S2(=O)=O)c2ccccc12 (stereo unspecified)
